Source: PubChem BioAssay (several laboratories)
eLon inh: E. coli protease La inhibition; inhibition, % at 7.94 µM; P0A9M0; AID 602123; 360,000 tested, 0.42% active; purified E. coli Lon protease, fluorescence polarization; in the data active = inhibition above about 13%, passing the limit was not always enough;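 note: 0% = enzyme with probe and DMSO and 100% = no enzyme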
CSN inh: inhibitors of human CSN-mediated cullin deneddylation | AID 651999 | 360,000 tested, 0.38% active | inhibition, % at 12.5 µM | Q92905 | Purified CSN, SCF-Nedd8-OG deneddylation, fluorescence polarization;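 active = pattern-corrected inhibition above about 35%, with an unprinted fluorescence ratio check between 0.5 and 1.5, limit read from the data, passing the limit was not always enough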;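 note: 0% = enzyme with substrate and 100% = substrate without enzyme; some results filed as inactive read as strong as hits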
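Test system: Human Csn5 produced in HEK293T cells | Compound: 12.5 µM single point | Times: 90 min, room temperature | Signal: Fluorescence polarization readout | Read-out basis: % inhibition of substrate cleavage by Csn5 | Controls: no-enzyme wells high, enzyme-with-substrate wells low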
Neddylation inh: blocks human cullin neddylation. AID 651699. P61081+Q13564. calls only at 25 µM. TR-FRET cullin neddylation, biochemical. 360,000 tested, 0.58% active; in the data active = inhibition above about 36%
Rin1-Abl PPI inh: inhibitors of human Rin1-Abl protein interaction; P00519+Q13671; TR-FRET Rin1/Abl binding, biochemical; inhibition, % at 7.35 µM; 360,000 tested, 0.4% active; in the data active = inhibition above about 5%, passing the limit was not always enough
MLLE-PAM2 inh: inhibitors of microRNA-mediated deadenylation, human PABP1 MLLE binding; P11940; inhibition, % at 20 µM; GST-MLLE / FITC-PAM2 fluorescence polarization; AID 588489; 360,000 tested, 0.36% active; in the data active = inhibition above about 35%, passing the limit was not always enough;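 note: plate controls were DMSO wells with GST-MLLE for no effect and wells lacking GST-MLLE protein for full effect; some results filed as inactive read as strong as hits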
TbMetRS inhib: blocks T. brucei methionyl-tRNA synthetase activity. purified T. brucei MetRS, ATP depletion, Kinase-Glo luminescence. inhibition, % at 11.9 µM. 360,000 tested, 0.4% active. AID 624268;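 active = inhibition above a per-plate cutoff of the control wells' mean inhibition plus 3 SD, cut at about 5.5% in these data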;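 note: 0% = DMSO wells median and 100% = median of wells with control inhibitor compound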
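assay system = parasite MetRS enzyme | timing = 15 min preincubation, 2 h reaction, all 25 °C | evaluation = percent inhibition relative to median high and low control wells | medium = HEPES buffer containing pyrophosphatase, BSA, spermine, DTT | compound = single dose, 11.9 µM final nominal, 0.9% final DMSO | detection = Kinase-Glo luminescence, ATP depletion format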
MsrA inhibitor: bovine MsrA inhibition. 360,000 tested, 0.75% active. inhibition, % at 15.5 µM. purified bovine MsrA, absorbance read-out; in the data active = inhibition above about 4.5%;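 note: 0% = vehicle wells with enzyme and 100% = reference inhibitor wells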
MsrA act: bovine methionine sulfoxide reductase A activation; activation, % at 10.6 µM; 360,000 tested, 0.3% active; AID 602163; purified bovine MsrA, absorbance read-out; in the data active = activation above about 7.5%;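 note: 0% = vehicle and 100% = reference activator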
FAS-TE inh: blocks the thioesterase domain of human fatty acid synthase; 360,000 tested, 0.67% active; recombinant FAS-TE, OMFH fluorogenic substrate, fluorescence endpoint; P49327; inhibition, % at 15 µM; AID 602261;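 active = compounds whose normalised, plate-corrected inhibition of enzyme fluorescence in the single-dose primary screen is 50% or more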;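 note: 0% = DMSO with enzyme and 100% = substrate without enzyme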
* hit, by the source's call; i = inactive; · = not tested or not shown.

SMILES	eLon inh	CSN inh	Neddylation inh	Rin1-Abl PPI inh	MLLE-PAM2 inh	TbMetRS inhib	MsrA inhibitor	MsrA act	FAS-TE inh
C=CCN1C(=O)C(CC(=O)NCC)SC1=Nc1ccccc1CC (configuration not stated)	-10	-1	i	3	-19	0.1	0.1	1	-5
O=C(C1CCCN1S(=O)(=O)c1cccc2cccnc12)N1CCn2c1nc1ccccc12 (configuration not stated)	-2	-3	i	4	-9	-1.1	·	-12	-2
COc1ccc(NC(=S)N(Cc2cccnc2)Cc2ccco2)cc1	-2	2	i	2	-61	-0.5	0.7	-3	-2
CC(Sc1nnc(-c2cccs2)n1-c1ccccc1)C(=O)NCc1ccc2c(c1)OCO2 (configuration not stated)	-7	-5	i	2	-18	-2.0	0.6	-12	-5
CN(C)CCCN(C(=O)c1ccc(S(=O)(=O)N2CCc3ccccc3C2)cc1)c1nc2c(F)cc(F)cc2s1	7	1	i	2	-9	-0.2	·	-4	20
O=C(CN(c1ccccc1)S(=O)(=O)c1ccccc1[N+](=O)[O-])Nc1cccnc1	11	-1	i	6	3	-0.2	-1.2	-4	-1
NC(=O)CN1CCOCCOCCOCCOCCOCC1	4	4	i	-2	-7	-2.2	0.3	-5	-6
CCOc1ccc2nc(Nc3nc4ccc(NC(C)=O)cc4s3)sc2c1	6	-6	·	-3	2	0.1	3.3	-3	-4
CCCN(C1CCS(=O)(=O)C1)S(=O)(=O)c1cc(OC)ccc1OC (configuration not stated)	1	-4	i	0	20	-0.2	0.7	-10	-4
CCOC(=O)c1c(NC(=O)Cn2cnc([N+](=O)[O-])n2)sc2c1CCC(C)C2 (configuration not stated)	-4	-9	i	1	3	-1.4	0.1	-12	13
O=C(CCN1C(=O)c2ccccc2C1=O)N1CCN(c2ccccc2)CC1	-3	2	i	2	-10	-0.4	0.0	-2	-2
C=CCNc1nc(C(=O)OCC(=O)Nc2c(Cl)cccc2C(F)(F)F)cs1	8	-3	i	2	-2	-0.7	-0.7	-7	-8
CCOc1ccccc1NC(=O)c1cccc(S(=O)(=O)N(Cc2ccccc2)c2ccccc2OC)c1	-7	0	i	5	3	0.5	2.9	-3	23
COc1cccc(Cn2c(=O)c3[nH]cnc3n(-c3ccccc3C)c2=O)c1	1	5	i	3	14	0.4	-0.1	-2	-1
O=C(COC(=O)c1cnccn1)N=c1sccn1Cc1ccccc1Cl	-9	4	i	-3	-28	-0.5	-0.4	-5	-12
COc1ccc2nc(NC(=O)c3cccc(OCc4c(C)noc4C)c3)sc2c1	-13	0	i	-1	11	0.5	1.1	3	22
Cc1ccc(OCC(=O)OC(C)C(=O)NC2CCCCC2C)cc1C (configuration not stated)	-6	0	i	2	-1	-0.3	0.9	-8	-3
Nc1nc2ccccc2nc1N1CCCC1	4	-5	i	0	-8	-0.5	3.0	-2	-8
Nc1ccc2c(c1)C(=O)N(CCCC(=O)O)C2=O	0	-3	i	-2	6	-0.5	0.1	3	-9
COc1ccc(NC(=O)COc2cccc3c2OC(C)(C)C3)c(OC)c1	9	-6	i	0	14	-0.2	-0.2	-2	6
COc1cc2[nH]c(=S)n(C3CCN(Cc4ccccc4)CC3)c(=O)c2cc1OC	-2	-11	i	-2	-97	0.4	1.5	-4	9
O=C(/C=C\c1ccccc1OC(=O)c1ccccc1F)c1cc2ccccc2o1	-13	23	i	0	6	-1.1	1.8	-12	20
COc1ccc(NC(=O)c2ccc(Cc3ccc(C)cc3)o2)cc1	-1	-2	i	1	2	-0.1	-1.5	-5	15
COc1cc(CNc2ccc(N3CCN(C(C)=O)CC3)cc2)ccc1OCc1ccc(F)cc1	-3	-2	i	1	17	-2.7	2.8	-10	0
Cc1cccc(Nc2nc(N3CCCCC3)nc(N3CCCCC3)n2)c1	-6	6	i	-3	6	-0.9	-0.1	-3	21
Cc1noc(C)c1Cc1ccc(O)cc1	-1	-2	i	2	-1	-0.4	-0.2	-3	-8
COc1ccc(CCN(C)Cc2nc(Cc3ccc(OC)c(OC)c3)no2)cc1OC	-8	4	i	3	3	-0.5	0.7	-4	-5
COc1ccc(Cl)cc1C(=O)NNC(=O)CCNC(=O)c1ccccc1	-1	-5	i	0	-3	-0.1	0.0	-2	-3
C=CCn1c(SCC(=O)Nc2cccc(S(N)(=O)=O)c2)nc2sc(C)c(C)c2c1=O	-10	-3	i	2	-1	-0.6	1.3	-4	8
O=C(Nc1cccc(NC(=O)c2ccccc2Cl)c1)c1ccco1	-11	1	i	-1	12	-0.2	-0.4	-3	-5
CN(C(=O)c1cccc(NC(=O)Cc2ccc(NC(=O)C3CCN(C(=O)C4CCCCC4)CC3)cc2)c1)C1CCCC1	-14	1	i	1	7	-0.5	-1.7	7	-3
Cc1ccc(OCC(=O)Nc2ccc(C)c(S(=O)(=O)N3CCCCCC3)c2)c([N+](=O)[O-])n1	-3	2	i	-4	3	-1.7	0.0	-13	23
Cc1cccc(C(=O)N2CCN(Cc3ccc4c(c3)OCO4)CC2)c1	-3	-1	i	1	-12	-1.0	0.9	-9	1
COc1cc(NC(=O)C2=C(C)OCCS2)c(Cl)cc1C(=O)NCCCN1CCCC(C)C1 (configuration not stated)	-16	4	i	0	-5	0.6	1.1	0	1
COc1ccc(S(=O)(=O)NC2CCCC2)c(Cl)c1Cl	-3	6	i	-1	4	-0.8	-0.4	-2	6
COc1ccc(NC(=S)NC(C)C(c2ccccc2)N2CCOCC2)cc1 (configuration not stated)	-1	0	i	2	-6	-1.8	-0.2	-12	-2
O=C(Nc1nncs1)C1CC(=O)N(C2CCCC2)C1 (configuration not stated)	0	0	i	0	2	-0.2	0.4	-4	-7
O=C(OC(c1ccccc1)c1nccc2ccccc12)c1cc([N+](=O)[O-])cc([N+](=O)[O-])c1 (configuration not stated)	-4	-7	i	1	10	-0.3	3.7	-2	50*
CCOC(=O)C(C)c1ccc2cc(OC)ccc2c1 (configuration not stated)	-2	3	i	1	-3	0.2	-0.7	-3	0
Cc1ccc(-n2c(-c3ccncc3)n[nH]c2=S)cc1C	-4	2	i	-2	-12	-0.2	1.2	-5	-13
COc1ccc(NC(=O)CCCc2nnc3n(C)c(=O)c4sccc4n23)cc1	2	-1	i	0	12	-0.3	-0.5	-2	-2
Cc1cc(C(=O)N/N=C/c2cc(Cl)cc([N+](=O)[O-])c2O)n[nH]1	-5	-8	i	0	11	-0.9	0.5	-3	3
Cc1ccccc1Nc1nc(N)nc(COC(=O)c2ccco2)n1	6	-7	i	-1	5	0.0	-0.3	1	-4
COC(=O)c1c(C)c(OC(=O)c2c(C)cc(O)c(C=O)c2O)cc(C)c1O	3	7	i	-1	0	0.2	·	-3	5
CC(C)c1ccc(NC(=O)[C@@H]2CCC(=O)N2C2OC(=O)c3ccccc32)cc1 (some centres not stated)	-1	-1	i	-2	0	0.8	0.7	2	2
O=C(Nc1ccc(C(=O)N2CCOCC2)cc1)c1cc(-c2cccnc2)nc2ccc(Br)cc12	-3	-2	i	-2	-5	0.9	-1.1	-2	8
Cc1c(NS(=O)(=O)c2ccc(N3CCN(C)CC3)c([N+](=O)[O-])c2)c(=O)n(-c2ccccc2)n1C	-1	-2	i	-2	-2	-1.5	0.6	-3	-6
CCc1nc2oc(C(=O)c3ccccc3)c(N)c2c2c1COC(C)(C)C2	-2	4	i	-2	-2	0.1	-0.2	0	0
CCOc1cc(CNCCCN2CCOCC2)ccc1OCC(=O)NC(C)(C)C	4	-5	i	-1	6	-0.1	1.4	-1	-2
O=S(=O)(c1ccc(S(=O)(=O)N2CCN(C/C=C/c3ccccc3)CC2)cc1)N1CCCC1	-4	-2	i	0	-4	0.2	-0.8	-2	0
CC(C)C[C@H]1CN=C(Nc2ccccc2)N1CC1CCCCC1	-2	-4	i	1	-8	-0.1	-0.9	0	-18
CC(C)CNC(=O)C(=O)Nc1cc2c3c(c1)CCC(=O)N3CCC2	8	4	i	-1	11	-0.9	0.0	-11	-1
Cc1ccc(/C=N/Nc2nc(Cl)c(Cl)cc2Cl)s1	-3	-1	i	1	-16	-2.1	2.4	-6	7
CCOc1ccc(CCNC(=O)CN2C(=O)NC3(CCCc4ccccc43)C2=O)cc1OCC (configuration not stated)	-4	-5	i	4	4	-0.3	0.4	-2	-5
CCOc1ccc(NC(=O)C2CCCN(c3nn4c(=O)cc(C)nc4s3)C2)cc1 (configuration not stated)	-5	-4	i	1	2	0.1	-0.5	0	-4
O=[N+]([O-])c1cccc(NC(=S)N2CCc3ccccc3C2)c1	2	3	i	1	-115	2.1	0.2	-3	51*
COc1ccc(/C=C/c2ccc3cccc(O)c3n2)c(OC)c1OC	3	1	i	-3	5	-1.4	2.7	-9	10
CCOc1ccc(NC(=O)/C=C/c2ccccc2)c([N+](=O)[O-])c1	4	-3	i	1	-9	-1.1	-0.4	-8	-4
CCCCNC(=O)c1ccc(C)c(NC(=O)C2=C(C)OCCS2)c1	-5	-7	i	1	14	0.3	-1.3	1	-4

Among those listed so far, eight have a nitro group on carbon:
SMILES	eLon inh	CSN inh	Neddylation inh	Rin1-Abl PPI inh	MLLE-PAM2 inh	TbMetRS inhib	MsrA inhibitor	MsrA act	FAS-TE inh
O=C(CN(c1ccccc1)S(=O)(=O)c1ccccc1[N+](=O)[O-])Nc1cccnc1	11	-1	i	6	3	-0.2	-1.2	-4	-1
CCOC(=O)c1c(NC(=O)Cn2cnc([N+](=O)[O-])n2)sc2c1CCC(C)C2 (configuration not stated)	-4	-9	i	1	3	-1.4	0.1	-12	13
Cc1ccc(OCC(=O)Nc2ccc(C)c(S(=O)(=O)N3CCCCCC3)c2)c([N+](=O)[O-])n1	-3	2	i	-4	3	-1.7	0.0	-13	23
O=C(OC(c1ccccc1)c1nccc2ccccc12)c1cc([N+](=O)[O-])cc([N+](=O)[O-])c1 (configuration not stated)	-4	-7	i	1	10	-0.3	3.7	-2	50*
Cc1cc(C(=O)N/N=C/c2cc(Cl)cc([N+](=O)[O-])c2O)n[nH]1	-5	-8	i	0	11	-0.9	0.5	-3	3
Cc1c(NS(=O)(=O)c2ccc(N3CCN(C)CC3)c([N+](=O)[O-])c2)c(=O)n(-c2ccccc2)n1C	-1	-2	i	-2	-2	-1.5	0.6	-3	-6
O=[N+]([O-])c1cccc(NC(=S)N2CCc3ccccc3C2)c1	2	3	i	1	-115	2.1	0.2	-3	51*
CCOc1ccc(NC(=O)/C=C/c2ccccc2)c([N+](=O)[O-])c1	4	-3	i	1	-9	-1.1	-0.4	-8	-4
